Screens from PubChem BioAssay.
FEN1 inhibitor = qHTS Assay for the Inhibitors of Human Flap endonuclease 1 (FEN1) | Recombinant FEN1 flap cleavage, fluorescence, 15 min | Potency, µM (doses to about 114 µM), inactives show at the highest dose activity change, negative = inhibition, usual class: inhibitors | 0.35% of 390,000 active; further: nearly all actives have a fitted effect of over 65% in size
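Recombinant FEN1 (10 nM) was preincubated with pin-transferred compounds for 15 min at room temperature, then flap DNA substrate (50 nM final) was added. Plates were read at 0 and 15 min, and normalized concentration–response data were fitted to a four-parameter Hill equation.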
N370S GC mod = qHTS Assay for Inhibitors and Activators of N370S glucocerebrosidase as a Potential Chaperone Treatment of Gaucher Disease. Lysosomal acid glucosylceramidase (Homo sapiens), P04062. N370S GC spleen homogenate, 4MU-glucoside fluorescence. Potency, µM (top dose mostly 59.4 µM), without a hit: at the highest dose activity change, negative = inhibition, usual class: inhibitors. 0.092% of 330,000 active;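 further: 0% = full enzyme activity and -100% = no enzyme basal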
KAT2A inh = qHTS Assay for Inhibitors of GCN5L2. Histone acetyltransferase KAT2A (Homo sapiens), Q92830. 0.21% of 390,000 active. Potency, µM (series often up to 58.9 µM), without a hit: top-dose activity change, negative = inhibition, actives largely listed as inhibitors. AID 504327, 2011. GCN5L2 HAT assay, ThioGlo1 CoA-SH fluorescence
Target sequence (Q92830 whole entry, looked up): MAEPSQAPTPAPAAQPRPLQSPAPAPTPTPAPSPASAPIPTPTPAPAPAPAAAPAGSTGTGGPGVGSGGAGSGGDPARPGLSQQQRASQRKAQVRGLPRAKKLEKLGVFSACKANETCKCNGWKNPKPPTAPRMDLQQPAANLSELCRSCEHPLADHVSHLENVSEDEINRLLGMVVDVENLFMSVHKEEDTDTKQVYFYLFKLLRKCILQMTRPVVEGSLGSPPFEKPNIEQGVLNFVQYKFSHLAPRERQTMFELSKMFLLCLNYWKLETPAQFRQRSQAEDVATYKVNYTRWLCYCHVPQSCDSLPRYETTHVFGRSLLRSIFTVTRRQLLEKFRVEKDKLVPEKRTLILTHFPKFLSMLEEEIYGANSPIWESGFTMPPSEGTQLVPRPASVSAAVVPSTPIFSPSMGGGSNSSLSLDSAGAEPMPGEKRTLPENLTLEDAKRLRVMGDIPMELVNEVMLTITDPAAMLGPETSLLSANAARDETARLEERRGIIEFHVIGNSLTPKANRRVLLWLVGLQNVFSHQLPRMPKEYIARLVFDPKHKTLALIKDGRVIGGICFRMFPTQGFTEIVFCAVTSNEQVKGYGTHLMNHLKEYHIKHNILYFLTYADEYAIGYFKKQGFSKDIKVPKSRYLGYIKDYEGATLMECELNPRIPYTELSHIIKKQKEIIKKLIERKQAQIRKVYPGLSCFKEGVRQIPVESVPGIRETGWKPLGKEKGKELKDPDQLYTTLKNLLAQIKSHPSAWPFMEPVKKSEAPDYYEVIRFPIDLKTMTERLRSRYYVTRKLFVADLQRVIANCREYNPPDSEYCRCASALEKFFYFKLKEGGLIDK
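Enzyme at 20nM final was mixed with library compounds for 15 min at room temperature. Peptide H3(1-25) at 75uM, acetyl-CoA at 70uM and ThioGlo1 at 50uM were then added. Plates were read immediately and after 20 min (Ex340nm/Em540nm).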
Starred values were filed as active, the others as inactive; ? = inconclusive; . = not tested or not shown; [ ] = another dose, or the depositor's remark. The call rests on the fitted dose curve; in most records, active means well fitted curve in the direction sought with a large enough effect; inconclusive means small, poorly fitted or top-dose-only effect, or another doubt; inactive means no such curve, though single readings can be large; an effect the other way counts as inactive or inconclusive. Unless noted, on the % scale 0 is the no-effect control and ±100 the full control effect; potency means the concentration at half of the fitted maximal effect.

Value order – FEN1 inhibitor	N370S GC mod	KAT2A inh
> Cc1ccc(CN2CCN(Cc3cccc(OCCO)c3)CC2CCO)o1 (stereo not drawn)
    -3%	-4%	1%
> CSc1nc(O)c(C(c2ccc(C)cc2)c2c(O)nc(SC)[nH]c2=O)c(=O)[nH]1
    3%	-14%	4%
> O=C(NC1CCCCC1)c1ccc2c(c1)N(Cc1ccc(Cl)cc1)C(=O)c1ccccc1S2=O (stereo not drawn)
    -12%	.	-9%
> CCCc1ccc(OC(=O)c2cccs2)cc1
    0%	24%	-1%
> O=C(Cn1c(=O)oc2cc(S(=O)(=O)N3CCCCC3)ccc21)Nc1cccc(Cl)c1
    -12%	.	-26%
> O=C(COC(=O)Cc1cccc(C(F)(F)F)c1)Nc1ccccc1
    3%	16%	-4%
> COc1ccc(C2=Nn3c(nnc3-c3ccncc3)SC2)cc1
    -1%	-7%	1%
> OC(c1cccnc1)c1cccs1 (stereo not drawn)
    8%	4%	2%
> CC1Cc2cc(S(=O)(=O)CCC(=O)NCc3ccc(Cl)cc3)ccc2N1C(=O)C1CC1 (stereo not drawn)
    13%	.	2%
> CCN1C(=O)C(CC(=O)Nc2cc(C)ccc2C)SC1=Nc1ccc(S(N)(=O)=O)cc1 (stereo not drawn)
    -7%	-13%	-2%
> CN1CCN(C(=O)CCCOc2ccc(Cl)cc2Cl)CC1
    -11%	-10%	-1%
> CN(C)CCCN(C(=O)c1cc2ccccc2oc1=O)c1nc2ccc(F)cc2s1
    -9%	8%	-7%
> O=C(CCc1ccccc1)Nc1ccc2c(c1)OCO2
    1%	-5%	-12%
> NC(=O)c1nsc(C(=O)N(c2cccc(F)c2)C(C(=O)NC2CCCC2)c2ccc(O)cc2)c1N (stereo not drawn)
    -10%	?	-2%
> O=C(N/N=C/c1ccc(Br)s1)c1ccc([N+](=O)[O-])cc1
    -18%	-13%	-23%
> CN1C(C(=O)c2ccccc2)=C(N)c2ccccc2S1(=O)=O
    17%	-5%	-3%
> CN(C(=S)NC(=O)C12CC3CC(CC(C3)C1)C2)c1ccc(O)cc1
    ?	.	-10%
> O=C(Cn1cc(S(=O)(=O)N2CCN(c3ccccc3F)CC2)c2ccccc2c1=O)NCCCN1CCCCCC1
    -1%	-15%	-2%
> CC1(c2ccc(Cl)cc2)CC(C)(C)N(C(=O)c2ccccc2)c2ccccc21 (stereo not drawn)
    -10%	.	-6%
> COc1ccc(N(CC(=O)N2CCC(Cc3ccccc3)CC2)S(C)(=O)=O)cc1
    -7%	-7%	?
> CC(C)C(NC=C1C(=O)OC(C)(C)OC1=O)C(=O)O (stereo not drawn)
    0%	5%	2%
> O=[N+]([O-])c1cc(/C=N\Nc2ccccn2)ccc1Cl
    -12%	-2%	-5%
> N#Cc1cc(-c2ccccc2)c[nH]c1=O
    -7%	19%	21%
> COC(=O)/C(=C\Nc1ccccc1N)c1ncc(C(F)(F)F)cc1Cl
    7%	15%	-3%
> O/N=C/c1cc(Br)cc(Br)c1OCc1ccccc1
    -21%	7%	1%
> C=CCn1c(C)cc(C(=O)COC(=O)COc2ccccc2C#N)c1C
    -4%	5%	?
> CC(c1ccccc1)n1cnc2ccccc21 (stereo not drawn)
    -3%	6%	4%
> COc1ccc(N2CCN(C(=O)c3ccc4c(c3)CC(c3ccccc3)OC4=O)CC2)cc1 (stereo not drawn)
    15%	-10%	1%
> COc1cccc(C(=O)Nc2ccc(NC(=O)C3CC3)nc2)c1
    -1%	-10%	0%
> CCCCn1cc(S(=O)(=O)c2ccc(Cl)cc2)c(=O)c2cc(F)c(N3CCCCC3)cc21
    10%	.	-6%

Sorted by value in N370S GC mod (lowest first): 4 from the list above.
SMILES,N370S GC mod
CCN1C(=O)C(CC(=O)Nc2cc(C)ccc2C)SC1=Nc1ccc(S(N)(=O)=O)cc1 (stereo not drawn),-13%
COc1ccc(N(CC(=O)N2CCC(Cc3ccccc3)CC2)S(C)(=O)=O)cc1,-7%
COC(=O)/C(=C\Nc1ccccc1N)c1ncc(C(F)(F)F)cc1Cl,15%
CCCc1ccc(OC(=O)c2cccs2)cc1,24%

(list continues)
Value order – FEN1 inhibitor	N370S GC mod	KAT2A inh
> CN(C)/C=C(\C(=O)c1ccccc1)c1nnnn1-c1ccc(F)cc1
    -13%	7%	-8%
> Cc1ccc(/C=C(\C#N)C(=O)Nc2cccc(Br)c2)o1
    -51%	.	-8%
> CC(=O)c1cccc(NC(=O)Nc2cnn(Cc3ccc(F)cc3)c2)c1
    .	-18%	-3%
> O=C(CCNC(=O)c1ccccc1Cl)Nc1ccncc1
    17%	-1%	-2%
> O=C(CNc1cccc2ccccc12)N/N=C/c1ccccn1
    -3%	-10%	-6%
> Cc1ccccc1CC(=O)c1ccc(O)c(C)c1O
    -1%	-1%	-1%
> N#C/C(=C\Nc1ccccc1O)c1nc2ccccc2o1
    ?	7%	-8%
> Cc1ccc(CN2CC(C(=O)N(Cc3nnc(-c4ccccc4Cl)o3)C3CC3)CC2=O)cc1 (stereo not drawn)
    -6%	-4%	-13%
> O=C(CN(Cc1ccc(F)cc1)C(=O)c1ccco1)NCc1ccc(F)cc1
    -1%	2%	-15%
> NS(=O)(=O)c1ccc(NC(=S)NC(=O)c2cccnc2)cc1
    2%	-11%	-1%
> CCOc1ncccc1C(=O)Nc1cccc(C(=O)Nc2cccc(S(=O)(=O)CCO)c2)c1
    -4%	-13%	-3%
> CCN(c1ccccc1)S(=O)(=O)c1ccc(NC(=O)c2cc(=O)c3cc(C)ccc3o2)cc1
    1%	.	0%
> CC/C(C)=N/NS(=O)(=O)c1ccc(C)c([N+](=O)[O-])c1
    2%	-8%	-19%
> Cc1cc(C)cc(N(CC(=O)NC2CCCCC2)C(=O)CCCC(=O)Nc2ccccn2)c1
    0%	-2%	-2%
> Cc1oc(-c2cccs2)nc1CN1CCC(c2ccccc2)CC1
    -16%	-5%	1%
> c1ccc(CCc2nn3c(Cn4cnc5ccccc54)nnc3s2)cc1
    3%	11%	-11%
> O=C(O)[C@H]1CCCC[C@H]1C(=O)NCCc1ccccc1
    -6%	4%	3%
> CCC(=O)N/N=c1/sc2ccccc2n1C
    -2%	4%	-4%
> CCC(=O)c1ccc(Oc2nc3c(c(=O)n(C)c(=O)n3C)n2CC)cc1
    4%	0%	-7%
> CCOC(=O)C(C(=O)OCC)C(C#N)c1ccccc1 (stereo not drawn)
    41%[activator]	7%	0%
> CCC(C)c1ccc(NC(=S)N2CCCC2)cc1 (stereo not drawn)
    -6%	0%	-2%
> CN(Cc1ccccc1)S(=O)(=O)c1cc2c3c(c1)CCN3C(=O)CC2
    2%	1%	3%
> CCc1c(C)sc(NC(=O)c2cc(C(C)C)on2)c1C#N
    -6%	-5%	-12%
> Cc1ccnc(NS(=O)(=O)c2ccc(NC(=O)CN3C(=O)c4ccccc4S3(=O)=O)cc2)n1
    13%	-6%	-1%
> COc1ccc(CC(=O)Nc2c3c(nn2-c2cccc(Cl)c2)CS(=O)C3)cc1 (stereo not drawn)
    -7%	0%	-2%
> CCc1noc(C)c1C(=O)N1CCN(S(=O)(=O)c2ccc(C)cc2)CC1
    30%	-2%	0%
> O=S1(=O)C=C(Sc2nc3ccccc3s2)c2ccccc21
    8%	14%	-1%
> CCOC(=O)COn1c(=O)c(-c2cccs2)[n+]([O-])c2ccccc21
    -13%	0%	-23%
> Cc1ccn(C(C)CC(=O)N2CCc3ccccc32)n1 (stereo not drawn)
    21%	0%	-5%
> NC(=O)CC(NC(=O)Cc1ccc(Cl)cc1)c1ccc(NC2CCN(Cc3ccccc3)CC2)c([N+](=O)[O-])c1 (stereo not drawn)
    0%	-2%	3%

Entries of single compounds as entered above.
CCN(c1ccccc1)S(=O)(=O)c1ccc(NC(=O)c2cc(=O)c3cc(C)ccc3o2)cc1 across the screens: FEN1 inhibitor = 1%; N370S GC mod = .; KAT2A inh = 0%
CCc1c(C)sc(NC(=O)c2cc(C(C)C)on2)c1C#N across the screens: FEN1 inhibitor = -6%; N370S GC mod = -5%; KAT2A inh = -12%

Additional records follow.
Value order – FEN1 inhibitor	N370S GC mod	KAT2A inh
> COc1cc(/C=N/n2cnnc2)ccc1OC(=O)c1cccnc1
    -10%	-25%	-4%
> CCn1ccc2c(OCC(=O)NCc3ccc(F)cc3)cccc2c1=O
    -3%	.	-18%
> COc1ccc(C2C(C(=O)c3cccs3)=C(O)C(=O)N2c2cccc(C)n2)cc1OC (stereo not drawn)
    -20%	-7%	-9%
> CS(=O)(=O)c1ccc(Cl)c(C(=O)Nc2ccc3nc(N4CCOCC4)sc3c2)c1
    5%	.	-1%
> COc1cc(/C=C2\C(=N)N3N=C(S(C)(=O)=O)SC3=NC2=O)ccc1OC(=O)c1cccs1
    -18%	1%	-21%
> CCn1cc(C(=O)NCCCOC)c2cc(OC)c(OC)cc2c1=O
    -4%	0%	-5%
> CC(C)CNC(=O)c1cccc(NC(=O)Cc2ccc(Br)cc2)c1
    -1%	19%	-5%
> Cc1cccc(CCN2C(N(C)C)=NC[C@@H]2C)c1
    -2%	1%	-4%
> Cc1ccc(S(=O)(=O)N2CCCOC2CNC(=O)C(=O)NCc2ccncc2)cc1 (stereo not drawn)
    -3%	3%	-1%
> Cc1ccc2oc(=O)n(Cc3ccccc3Cl)c2c1
    -4%	.	-6%
> O=C(Nc1nc(-c2ccc(Cl)cc2Cl)cs1)c1ccc(OCC2CCCO2)cc1 (stereo not drawn)
    -10%	19%	-8%
> COc1ccc(C)c2sc(N(Cc3cccnc3)C(=O)COc3ccccc3)nc12
    3%	.	0%
> O=C1NCCCC1C(=O)NCCN1C(=O)CCC1=O (stereo not drawn)
    0%	-10%	1%
> Cc1c(NC(=O)COC(=O)c2ccccc2Cl)c(=O)n(-c2ccccc2)n1C
    1%	-18%	-1%
> Cc1ccc(CNC(=O)c2cc(-c3ccc(C)cc3)nc3n[nH]c(-c4cccc([N+](=O)[O-])c4)c23)cc1
    7%	.	-10%
> Oc1c(CN2CCN(c3ccccc3)CC2)cc(Br)c2cccnc12
    -17%	4%	-1%
> O=C(Nc1c(F)cccc1F)c1cnc(N2CCN(c3ccccn3)CC2)c2ccccc12
    -1%	5%	-9%
> O=C(O)c1cc(C(=O)C2CC2)c[nH]1
    -6%	2%	-6%
> CCN(CC)C(=O)c1cn(-c2cccc(OC)c2)c(=O)c2ccccc12
    1%	-4%	-2%
> CCCC1C2C(=O)N(c3ccccc3)C(=O)C2ON1c1ccccc1 (stereo not drawn)
    0%	-1%[12.8 µM]	-2%
> Cc1cccc(NC(=O)Cn2c(=O)ccc3cc(S(=O)(=O)N4CCCC4)ccc32)c1C
    8%	.	-7%
> O=C(CSc1nnc(-c2ccccc2F)o1)N1CCCC1
    4%	-18%	1%
> O=C(c1ccc2nc(N3CCOCC3)sc2c1)N1CCN(C(=O)c2ccco2)CC1
    -4%	7%	-11%
> O=c1oc(CCCO)cc2ccc(/C=C/c3cccc([N+](=O)[O-])c3)cc12
    -1%	.	-3%
> Cc1cccn2c(=O)c3cc(C(N)=S)c(=N)n(CCCN4CCOCC4)c3nc12
    ?	18%	-5%
> Cc1cc(C)cc(C(=O)NCCC(=O)NCc2cc(=O)n(C)c(=O)n2C)c1
    2%	-4%	-3%
> CCOc1ccc(NC(=O)Cn2c(=O)n(Cc3nc(-c4ccccc4)no3)c(=O)c3ccccc32)cc1
    -1%	.	-7%
> O=C1CN(S(=O)(=O)c2ccc(Cl)cc2)CC(=O)N1CCc1ccccc1
    2%	6%	0%
> COc1ccc(Cl)cc1CN1CCN(c2nc(C)cc(C)c2C#N)CC1
    -7%	1%	-16%
> COC(=O)[C@H]1CC=C[C@H]2CCN(Cc3ccc(Cl)c(Cl)c3)C(=O)[C@@H]12
    .	-15%[89.1 µM]	-5%[88.6 µM]
> COc1cccc(CN2C(=O)N(c3ccc(C)cc3)C(=O)C2CC(=O)Nc2cc(OC)cc(OC)c2)c1 (stereo not drawn)
    3%	.	-6%
> CCOc1ccc(CCNC(=O)c2ccc(CSCc3ccccc3C)o2)cc1OCC
    5%	.	-1%
> Fc1ccc(COc2ccc(Cl)cc2/C=N/Nc2nc(N3CCCC3)nc(N3CCCC3)n2)cc1
    2%	-2%	3%
> CC(C)NS(=O)(=O)c1ccc(CCC(=O)N2CCCCC2)cc1
    -12%	0%	-7%
> COc1ccccc1N(CC(O)CN1C(C)CCCC1C)S(=O)(=O)c1ccccc1 (stereo not drawn)
    9%	-2%	0%
> CCOc1cccc(NC(=O)C2CC(=O)N(C)C(=Nc3cccc(OC)c3)S2)c1 (stereo not drawn)
    -18%	.	19%
> COC(=O)COc1ccc(S(=O)(=O)Nc2ccccc2C(=O)OC)cc1
    1%	30%	-4%

Random excerpt: 3 records from the list.
Value order – FEN1 inhibitor	N370S GC mod	KAT2A inh
> CC(C)NS(=O)(=O)c1ccc(CCC(=O)N2CCCCC2)cc1
    -12%	0%	-7%
> COC(=O)COc1ccc(S(=O)(=O)Nc2ccccc2C(=O)OC)cc1
    1%	30%	-4%
> Fc1ccc(COc2ccc(Cl)cc2/C=N/Nc2nc(N3CCCC3)nc(N3CCCC3)n2)cc1
    2%	-2%	3%
